DRD3 agonist: agonists of human D3 dopamine receptor; P35462; D3R DiscoveRx beta-arrestin cells, luminescence, 90 min; max activation, %; 0.58% of 410,000 active; AID 652048; in the data active means max activation above about 30%; further: 0% is about no effect; mostly tested at two doses, the higher about 12 µM
Target sequence (P35462 whole entry, looked up): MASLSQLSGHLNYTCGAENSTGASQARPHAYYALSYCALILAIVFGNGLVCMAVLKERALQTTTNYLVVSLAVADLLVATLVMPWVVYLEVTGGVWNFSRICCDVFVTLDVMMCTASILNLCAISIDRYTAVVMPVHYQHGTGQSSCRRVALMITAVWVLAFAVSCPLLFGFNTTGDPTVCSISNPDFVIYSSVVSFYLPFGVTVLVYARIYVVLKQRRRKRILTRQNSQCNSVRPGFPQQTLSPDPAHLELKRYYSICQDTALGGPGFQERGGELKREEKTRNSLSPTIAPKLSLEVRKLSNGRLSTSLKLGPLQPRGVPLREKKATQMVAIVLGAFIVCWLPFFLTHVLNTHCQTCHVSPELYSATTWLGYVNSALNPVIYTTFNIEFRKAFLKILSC
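Agonist-mode cell screen: cells plated at 1500/well and incubated overnight at 37 °C, then exposed to library compounds for 90 min at 37 °C. Detection reagent was added for 30–60 min at room temperature, and luminescence was read.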
D3 antag: blocks the human D3 dopamine receptor | 2.5% of 360,000 active | P35462 | D3R cells, DiscoveRx beta-arrestin luminescence, antagonist mode; hits give low values | max response, negative = inhibition, %; in the data active means max response below about -50%; inconclusive means no clear call, values can overlap the other calls; further: on the % scale 0 is the no-effect control and ±100 the full control effect; mostly tested at two doses, the higher about 12 µM
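Cells plated overnight at 1500 cells/well, then exposed to library compounds with dopamine controls for 90 minutes at 37 degrees C. DiscoveRx reagent added for 30–60 minutes at room temperature; luminescence read, quantitative HTS format.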
HT1080 IDH1KD tx: HT-1080 IDH1 knockdown cell toxicity (counter line); HT-1080 IDH1 knockdown viability, ATP luminescence, 48 h; Potency, µM (highest dose often 46.1 µM), inactives show top-dose activity, negative = toxicity, hits mostly cytotoxic; 2% of 360,000 active;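 further: potency means the concentration at half of the fitted maximal effect; 0% = DMSO wells and -100% = cell-free medium wells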
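Using the IDH1-knockdown HT-1080 line run in the same batch and compound series as the NT line, viability after 48 h at 37 °C was determined by CellTiter-Glo luminescence and expressed as % activity.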
GLP1R ag: GLP-1 receptor (human) agonism; P43220; HEK293 GLP-1R CRE-luciferase, luminescence, 4-6 h; cells express a hypersensitive GLP-1R form; Potency, µM (doses to about 45.6 µM), for inactives: at the top dose activation, usual class: activators; 0.007% of 380,000 active; AID 624172; further: potency means the concentration at half of the fitted maximal effect; % of control where 0% means no effect
Target sequence (P43220 whole entry, looked up): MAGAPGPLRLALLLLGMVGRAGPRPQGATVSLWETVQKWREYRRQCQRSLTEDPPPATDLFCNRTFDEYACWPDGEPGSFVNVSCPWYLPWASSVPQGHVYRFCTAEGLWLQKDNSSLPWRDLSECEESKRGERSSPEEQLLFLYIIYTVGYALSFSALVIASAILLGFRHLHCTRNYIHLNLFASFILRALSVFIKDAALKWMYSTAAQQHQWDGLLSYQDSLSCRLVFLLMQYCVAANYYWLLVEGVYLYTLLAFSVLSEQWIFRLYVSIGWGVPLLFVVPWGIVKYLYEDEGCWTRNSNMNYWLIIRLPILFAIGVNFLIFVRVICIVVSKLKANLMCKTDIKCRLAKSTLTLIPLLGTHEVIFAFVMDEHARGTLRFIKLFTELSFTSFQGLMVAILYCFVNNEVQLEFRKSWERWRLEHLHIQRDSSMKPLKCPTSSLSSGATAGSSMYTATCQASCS
IL1B secr inh: inhibitors of inflammasome signaling (IL-1 beta secretion); THP-1 LPS/ATP IL-1B secretion, AlphaLISA, 16 h; hits give low values; activity change, % at 57.5 µM; AID 743279; 4.7% of 360,000 active; in the data active means activity change below about -50%; inconclusive means mostly about -30% to -49%; further: on the % scale 0 is the no-effect control and ±100 the full control effect
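THP-1 cells pretreated 1 hr with compounds (up to 57.5 uM final), then stimulated with LPS (250 ng/mL final) plus ATP (1.25 mM final); secreted IL-1B measured by AlphaLISA after 16 hr, decreased signal indicating inhibition.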
KB-3-1 cytotox: kills parental KB-3-1 adenocarcinoma cells. KB-3-1 viability, CellTiter-Glo ATP luminescence, 72 h. Potency, µM (series often up to 46.1 µM), for inactives: top-dose activity change, negative = cytotoxic, hits mostly cytotoxic. 1.4% of 400,000 active; further: potency means the concentration at half of the fitted maximal effect; on the % scale 0 is the no-effect control and ±100 the full control effect; nearly all actives have a fitted effect of over 60% in size
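Here the drug-naive KB-3-1 line serves as comparator for MDR sub-line selectivity; cells received compound titrations, 72 h at 37 °C, then CellTiter-Glo readout.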
HT1080NT lethal: kills 2HG-producing HT-1080-NT fibrosarcoma cells; Potency, µM (series often up to 46.1 µM), without a hit: at the highest dose activity, negative = less viability, hits mostly cytotoxic; 1.6% of 360,000 active; HT-1080-NT fibrosarcoma viability, CellTiter-Glo ATP luminescence, 48 h;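 further: NT is the 2HG producing partner of a matched IDH1 knockdown line; potency means the concentration at half of the fitted maximal effect; 0% = DMSO-treated cells and -100% = media-only wells without cells; nearly all actives have a fitted effect of over 55% in size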
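750 cells/well, RPMI + 5% FBS; 2 h settle, compound pin-transfer, 48 h at 37 degrees C. CellTiter-Glo 10 min RT, luminescence. Normalized to DMSO and media-only wells.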
SW480 rerep: inducers of DNA re-replication in SW480 colon cancer cells; Potency, µM (doses to about 46.1 µM), for the others: at the top dose re-replication activation, most hits filed as activators; 1.8% of 340,000 active; SW480 DNA re-replication, Hoechst DNA content imaging, 48 h; further: potency means the concentration at half of the fitted maximal effect; % of control where 0% means no effect; nearly all actives have a fitted effect of over 55% in size
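First, 250 cells per well were seeded. Next, compound or vehicle (23 nL) was pinned in, plates sat 48 hr at 37 C. Finally Hoechst was added for 40 min before fluorescence scanning.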
KB-V1 MDR tox: kills drug-selected multidrug resistant KB-V1 cells | KB-V1 MDR cells viability, CellTiter-Glo, 72 h | Potency, µM (titrated, usually from 46.1 µM), inactives show at the top dose activity change, negative = cytotoxicity, usual class: cytotoxic | 3.4% of 400,000 active | AID 1347076; further: potency means the concentration at half of the fitted maximal effect; on the % scale 0 is the no-effect control and ±100 the full control effect; nearly all actives have a fitted effect of over 60% in size
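KB-V1 cells (P-gp-expressing MDR subline of KB-3-1) in phenol-red-free DMEM with 10% FBS were exposed to library compounds over a concentration series for 72 h at 37 degrees C. Viability read by CellTiter-Glo luminescence; concentration-effect curves fitted after normalization.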
An asterisk follows results filed as active; i = inactive; ? = inconclusive; / = not tested or not shown; [ ] = dose if it differs, or a comment. Unless noted, the call rests on the fitted dose curve; in most records, active means well fitted curve in the direction sought with a large enough effect; inconclusive means small, poorly fitted or top-dose-only effect, or another doubt; inactive means no such curve, though single readings can be large; an effect the other way counts as inactive or inconclusive. This is a random part of the collection, and some 12% of all compounds hit somewhere here.

SMILES | DRD3 agonist | D3 antag | HT1080 IDH1KD tx | GLP1R ag | IL1B secr inh | KB-3-1 cytotox | HT1080NT lethal | SW480 rerep | KB-V1 MDR tox
Cc1ccccc1NC(=S)NCCSc1ccc(Cl)cc1 | -9.9 | -12.2 | -0.9% | 13.7% | -81.5* | -8.2% | -0.5% | -1.1% | ?
CC(=O)OCC(=O)Nc1ccc(Cl)cc1Cl | 0.6 | -27.3 | 6.9% | -1.1% | 5.8 | 2.7% | -1.7% | 3.2% | 12.5%
CC(=O)c1cc(-c2ccccc2)n(CC(=O)N2CCCC2)c1C | -4.5 | -2.2 | 1.7% | 5.1% | -4.1 | 5.1% | 1.7% | -9.3% | -3.4%
CCOC(=O)/C(C#N)=C/c1c[nH]c2ccccc12 | -4.9 | 0.0 | -28.7% | 17.7% | 4.4 | -3.3% | -16.0% | ? | 0.0%
CCNC(=O)c1cnn(-c2ccccc2)c1-c1ccccc1 | 2.3 | -0.2 | 10.1% | -0.9% | -2.4 | 0.9% | -6.8% | -6.6% | 9.9%
COc1ccc(CC(=O)Nc2oc(-c3ccccc3)c(-c3ccccc3)c2C#N)cc1OC | -11.1 | -11.3 | -15.5% | -0.7% | -6.7 | 3.2% | -1.8% | -3.7% | -10.1%
CCc1ccc(NC(=O)CC(c2ccc(C)cc2)N2Cc3ccccc3C2=O)cc1 (configuration not stated) | 2.1 | / | / | -6.0% | / | -15.8% | / | / | -4.6%
Cn1c(=O)oc2ccccc2c1=O | -0.2 | -1.8 | -4.6% | 6.6% | 7.3 | 0.9% | -8.2% | 1.6% | -6.7%
N[C@@H](Cc1ccccc1)c1nnc(SC/C=C/c2ccccc2)o1 | 3.4 | 9.7 | -13.1% | 0.0% | -12.1 | -8.1% | -9.5% | -8.9% | 4.7%
CCOC(=O)N1CCN(c2cc(=O)n(-c3ccc(C)cc3)c(=O)[nH]2)CC1 | -5.6 | -18.9 | -1.5% | -5.9% | -9.3 | -1.1% | -7.2% | -6.4% | 3.3%
O=C(COC(=O)CCC(=O)c1cccs1)NCCc1ccccc1 | 8.6 | 10.4 | 5.2% | 13.2% | 1.7 | 1.0% | 6.2% | -3.6% | 11.3%
O=C(NCCN1CCCCC1)Nc1cccc(Cl)c1Cl | -25.3 | ? | 5.6% | -2.4% | -0.4 | 25.5% | 0.0% | -4.1% | -12.6%

Complete entries, looked up by structure. Values in the order: DRD3 agonist | D3 antag | HT1080 IDH1KD tx | GLP1R ag | IL1B secr inh | KB-3-1 cytotox | HT1080NT lethal | SW480 rerep | KB-V1 MDR tox
CCOC(=O)N1CCN(c2cc(=O)n(-c3ccc(C)cc3)c(=O)[nH]2)CC1 as listed: -5.6 | -18.9 | -1.5% | -5.9% | -9.3 | -1.1% | -7.2% | -6.4% | 3.3%
O=C(COC(=O)CCC(=O)c1cccs1)NCCc1ccccc1 as listed: 8.6 | 10.4 | 5.2% | 13.2% | 1.7 | 1.0% | 6.2% | -3.6% | 11.3%
COc1ccc(CC(=O)Nc2oc(-c3ccccc3)c(-c3ccccc3)c2C#N)cc1OC as listed: -11.1 | -11.3 | -15.5% | -0.7% | -6.7 | 3.2% | -1.8% | -3.7% | -10.1%

Remaining list, next part:
SMILES | DRD3 agonist | D3 antag | HT1080 IDH1KD tx | GLP1R ag | IL1B secr inh | KB-3-1 cytotox | HT1080NT lethal | SW480 rerep | KB-V1 MDR tox
COc1ccccc1NC(=O)COC(=O)CNC(=O)c1ccc(OC)c(OC)c1 | -0.1 | -13.7 | -1.9% | 5.8% | 12.6 | 3.8% | -0.4% | -1.8% | 8.1%
Cc1ccc(C(=O)NC(=S)Nc2cc(-c3nc4ccccc4s3)ccc2C)cc1 | 2.6 | 20.4 | 10.3% | 8.9% | 51.7 | 0.0% | 23.1% | -0.9% | -0.9%
CCc1ccc(/C=N/NC(=O)Cc2cccn2C)cc1 | 15.6 | 10.2 | 9.6% | 12.8% | -5.4 | 0.9% | -0.4% | ? | 15.5%
CCN1CCN(C(=O)c2ccccc2N(Cc2ccccc2)S(=O)(=O)c2ccc(OC)cc2)CC1 | -10.5 | -19.8 | 3.5% | 13.7% | ? | -18.9% | 3.3% | 19.7% | 4.1%
Cc1cccc(NC(=S)NC(=O)Cc2ccccc2)c1C | 5.2 | 6.0 | 1.8% | -2.8% | 49.5 | -15.8% | -2.5% | 13.1% | 0.0%
COc1ccc(C2(O)CCN(C(=O)Cc3cccnc3)CC2)cc1 | 1.4 | 9.2 | 16.9% | -4.3% | 19.9 | 0.2% | 14.5% | -0.9% | 17.5%
CCc1nc2ccc(C(=O)NCc3ccccc3OC)cn2c1N(CC)CCOC | 2.6 | 12.2 | 21.8% | -7.2% | -11.2 | 4.4% | 12.0% | / | ?
Cc1ccc(C(=O)N2CCCCCC2)cc1S(=O)(=O)Nc1ccccc1 | 1.7 | -4.0 | 0.0% | 0.1% | i | -14.9% | 3.6% | -4.7% | ?
COc1cc(OC)c(NC(=O)c2sc3ncn(CC(=O)N4CCN(c5ccccn5)CC4)c(=O)c3c2C)cc1Cl | -4.8 | -1.0 | 6.3% | -3.7% | -10.0 | -2.2% | 5.9% | -4.6% | ?
CCOC(=O)c1ccccc1NC(=O)CC1SC(=NC)N(C)C1=O (configuration not stated) | 3.0 | 11.1 | 3.8% | -4.1% | 1.2 | -4.1% | ? | -0.5% | -5.5%
Cc1cc(C)nc(NS(=O)(=O)c2ccc(N3C(=O)C4CC=C(Cl)CC4C3=O)cc2)n1 (configuration not stated) | 6.6 | 15.4 | 9.0% | -9.9% | -28.1 | 2.1% | 3.2% | -9.3% | 1.7%
COc1ccc(C2=NNC(c3ccco3)=Nc3ccc(F)cc32)cc1 | 2.7 | 0.5 | -7.4% | 12.3% | 23.7 | -4.7% | 0.0% | ? | -2.8%
NNC(=O)/C(=C\c1ccc(Br)cc1)NC(=O)c1cccs1 | -9.8 | -17.7 | 4.8% | -12.1% | -9.0 | 0.0% | 26.1% | -4.6% | 21.5%
CCN(Cc1ccccc1)C(=O)/C=C/c1ccccc1[N+](=O)[O-] | -7.5 | -13.2 | -1.3% | 3.7% | 0.0 | -6.9% | -0.3% | -2.0% | 2.1%
COC(=O)c1ccc(NC(=O)C(=O)N2CCN(C(=S)NCCc3ccccc3)CC2)cc1 | 0.2 | 0.3 | -4.3% | 0.7% | -1.8 | 10.2% | -1.1% | 6.9% | -27.9%
O=C(OCc1cc2ccccc2[nH]c1=O)C1CCCCC1 | -1.8 | -11.9 | 14.0% | ? | 0.0 | -2.5% | 3.6% | 1.4% | -9.0%
CSc1ccc(CN2CCC(CO)(Cc3ccc(Cl)cc3)CC2)cc1 | -7.7 | -28.2 | -23.1% | 24.9% | -94.2* | ? | ? | ? | ?
COc1ccc(OC)c(NC(=O)CSc2nncc3ccccc23)c1 | 0.0 | 0.9 | 12.4% | 7.1% | i | 28.6% | -6.5% | ? | -17.6%
O=C(Nc1cccc2ccccc12)c1ccc(Br)o1 | -2.8 | -15.1 | 0.4% | -3.0% | -20.0 | 14.0% | 0.9% | -8.4% | 5.9%
O=S(=O)(Nc1cccc(-n2cnnn2)c1)c1cc(Br)ccc1Br | 1.8 | 2.0 | -25.3% | 0.9% | 15.7 | -5.2% | -20.3% | -14.6% | 5.8µM*
Cc1ccc(/C=C2\OC(=O)c3ccccc32)cc1 | -2.5 | 42.3 | 2.6% | -16.5% | 11.4 | 0.4% | 1.0% | 6.1% | -8.9%
Cc1cc(=O)oc2cc(OC(C)C(=O)NCc3ccccn3)ccc12 (configuration not stated) | -9.5 | -9.0 | -0.3% | -4.2% | 55.5 | 16.1% | 7.0% | -6.4% | -16.5%
N#Cc1ncccc1CCc1cccc(Cl)c1 | 4.8 | 5.3 | 5.0% | 21.3% | -3.3 | 5.2% | 3.7% | -7.4% | 18.4%
COC(=O)[C@@]1(C)[C@H]2C(=O)N(Cc3ccccc3)C(=O)[C@H]2[C@H]2CN=C(SC)N21 | -27.0 | -0.8 | -8.0% | -1.8% | -8.7 | 0.0% | -8.3% | ? | -0.3%
O=C(NCc1cccc(C(F)(F)F)c1)c1csc(COCCO)n1 | 9.6 | 39.4 | 10.1% | 0.3% | 12.5 | 0.0% | 0.1% | / | 4.0%
CCOC(=O)N1CCC(NC(=O)c2ccc(CNS(=O)(=O)c3ccc(F)cc3)cc2)CC1 | -12.1 | 11.2 | -17.1% | 3.3% | -2.4 | -12.9% | -22.9% | 3.6% | 4.5%
COc1ccc(S(=O)(=O)N(CC(=O)Nc2cccnc2)c2ccc(Cl)cc2)cc1 | -4.2 | / | / | -6.7% | / | -2.4% | / | / | -11.6%
COc1ccccc1N1CCN(C(=O)c2cc3cc(Br)ccc3oc2=O)CC1 | 2.1 | -12.3 | 0.6% | 4.6% | -2.7 | 11.3% | 0.0% | 0.1% | 21.5%
Cc1ccccc1-c1nnc(SCC(=O)N(C)C2CCS(=O)(=O)C2)n1C (configuration not stated) | -4.2 | 1.1 | -0.8% | -1.1% | -0.2 | ? | -0.1% | -14.4% | 12.5%
CN(CC(=O)Nc1cccc(F)c1)C(=O)CCSc1ccc(F)cc1 | -11.6 | -6.9 | -16.1% | -4.1% | -1.2 | 8.2µM* | ? | 16.7% | ?
C=C(C)C(=O)N1CCN(C(=O)C(=C)C)c2ccccc21 | -3.1 | 13.8 | 2.4% | 2.8% | 21.6 | 2.8% | -9.5% | -6.5% | -8.0%
COc1ccc(C(=O)Sc2nncc3ccccc23)cc1 | 5.3 | 3.5 | -0.8% | -1.6% | 24.5 | -1.0% | 7.0% | 4.7% | 14.6%
CC(=O)C[C@@H]1OC[C@H](C)N1S(=O)(=O)c1ccc(C)cc1 | 5.2 | 1.6 | -14.2% | / | -13.9 | -2.8% | -0.1% | / | -6.6%
O=C(c1ccccn1)N1CCN(c2cccc(C(F)(F)F)c2)CC1 | 0.4 | -0.1 | 1.8% | 0.2% | -3.2 | -4.7% | 1.5% | -58.7%[inhibitor] | -9.1%
CC(Nc1ccc(N2CCOCC2)cc1)C(=O)N1c2ccccc2CC1C (configuration not stated) | 2.7 | 4.8 | -3.6% | 2.0% | 20.7 | -1.0% | 11.7% | -1.1% | 18.2%

Screening results (PubChem)
